# dFosB activator – mouse delta FosB homodimer activation; purified delta FosB, TAMRA-CDK5 oligo fluorescence polarization; percent of positive-control signal above neutral wells; hit rate 0.99% among 340,000; activation, % at 25 µM;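 active = mean activation above about 17%, with every replicate also reaching it, limit read from the data, passing the limit was not always enough; inconclusive = only one of the two conditions met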;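 also: fluorescence polarization rise as delta FosB binds a TAMRA Cdk5 AP-1 oligo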
# Wnt act – Wnt/beta-catenin pathway activation; hit rate 1.2% among 300,000; activation, % at 9.35 µM; Wnt/beta-catenin reporter cell assay, activator, plate reader; AID 743398; in the data active = activation above about 30%, passing the limit was not always enough; inconclusive = no clear call, values can overlap the other calls;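 also: 0% = neutral control wells and 100% = positive control wells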
# V-ATPase pH – alters yeast V-ATPase proton transport | response, % at 10 µM | hit rate 0.37% among 350,000 | S. cerevisiae, pHLuorin cytosolic pH fluorescence; in the data active = response mostly above about 7.3%, no sharp cut-off; inactive = mostly below about 5.4%; also: actives read high; inactives centre near 0; some compounds called inactive have numbers as strong as hits; reference of the scale not given here
# Tat transport – E. coli Tat transport inhibition. E. coli MC4100 TorA-mCherry Tat export, fluorescence. inhibition, % at 10 µM. hit rate 0.036% among 340,000. AID 488895;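 active = mean replicate inhibition at least 50% and at least half of replicates individually reaching 50%; inconclusive = only one of the two criteria met; inactive = neither criterion met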;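 also: exported cargo escapes ClpAP degradation while cytoplasmic cargo is degraded and loses fluorescence; 0% = median of neutral control wells and 100% = median of NaSCN control wells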
# MITF TRPM1 HTS – MITF TRPM1 promoter activation in melanoma cells; AID 588334; SK-MEL-5 TRPM1-promoter luciferase, 24 h; % of positive control, neutral wells = 0; activation, % at 12.5 µM; hit rate 0.75% among 300,000;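 active = mean activation of at least 80% with every replicate also reaching 80%; inconclusive = mean reaches 80% but some replicate falls short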;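 also: 0% = neutral control wells and 100% = parthenolide positive control wells; values of inactives mirror those of a sister screen read the other way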
# CAL PDZ FP-1 – blocks peptide binding to human CAL PDZ domain | Q9HD26 | purified CAL PDZ, TMR-peptide fluorescence polarization, 1 h | inhibition, % at 20 µM | hit rate 0.02% among 330,000 | AID 504414;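 active = highest replicate inhibition of at least 40%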;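 also: plate controls were DMSO neutral control wells for no effect and unlabeled competitor peptide control wells for full effect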
#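 Material: tagged CAL PDZ domain; buffer or medium: 25 mM sodium phosphate pH 7.4, 150 mM NaCl, TCEP, IgG, Thesit; compound dosing: single point, 20 µM; schedule: 1 h incubation at room temperature before polarization reading; measured by: FP readout, S and P plane fluorescence; read-out basis: percent inhibition from loss of millipolarization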
# CAL PDZ FP-2 – blocks peptide binding to the human CAL PDZ domain; AID 602252; hit rate 0.92% among 300,000; Q9HD26; purified CAL PDZ, TMR-peptide fluorescence polarization, 1 h; inhibition, % at 24.9 µM;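 active = mean inhibition of at least 30% with at least half of replicates also reaching 30%; inconclusive = no clear call, values can overlap the other calls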;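 also: 0% = DMSO neutral control and 100% = excess unlabeled competitor peptide PRC23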
# Rtt109 Vps75 – C. albicans Rtt109 histone acetyltransferase inhibition; inhibition, % at 34.9 µM; purified Rtt109/Vps75, ThioGlo CoA-SH fluorescence, 4 h; hit rate 0.16% among 330,000;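 active = inhibition of at least 50% in every replicate; inconclusive = best replicate reaches 50% inhibition but some replicates fall short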
# Target sequence (Q5AAJ8 whole entry, looked up): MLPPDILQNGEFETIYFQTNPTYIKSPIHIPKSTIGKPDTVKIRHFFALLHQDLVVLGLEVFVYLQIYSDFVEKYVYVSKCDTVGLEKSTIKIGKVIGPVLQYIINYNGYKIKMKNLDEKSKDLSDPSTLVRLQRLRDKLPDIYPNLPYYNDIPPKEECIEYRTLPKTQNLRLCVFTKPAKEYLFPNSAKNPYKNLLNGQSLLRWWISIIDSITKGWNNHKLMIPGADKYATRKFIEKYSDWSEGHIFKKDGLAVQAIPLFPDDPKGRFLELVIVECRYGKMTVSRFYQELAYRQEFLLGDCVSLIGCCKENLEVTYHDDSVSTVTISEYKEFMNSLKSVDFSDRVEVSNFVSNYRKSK
# cardiac RTF act – increases calcium sensitivity of human cardiac regulated thin filaments | P19429+P45379 | IANBD-labeled TnC RTF fluorescence at EC20 calcium; 0% EC20 calcium, 100% full calcium | activation, % at 7.2 µM | hit rate 0.24% among 340,000 | AID 493008;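 active = activation above the mean over all tested compounds plus 3 SD, cut at about 30% in these data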;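 also: rise in fluorescence read as greater calcium sensitivity of cardiac thin filaments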
# CDK5 inh – inhibitors of human CDK5/p35 kinase. Q00535+Q15078. Recombinant CDK5/p35, ADP-Glo luminescence, 60 min. inhibition, % at 10 µM. hit rate 0.01% among 330,000;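 active = highest replicate inhibition of at least 50% and at least 75% of replicates reaching 50%; inconclusive = only one of the two criteria met; inactive = both criteria failed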;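 also: plate controls were DMSO neutral control for no effect and GW8510 at 10 µM for full effect; many of its hits are not listed in these tables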
# Target sequence (Q00535 whole entry, looked up): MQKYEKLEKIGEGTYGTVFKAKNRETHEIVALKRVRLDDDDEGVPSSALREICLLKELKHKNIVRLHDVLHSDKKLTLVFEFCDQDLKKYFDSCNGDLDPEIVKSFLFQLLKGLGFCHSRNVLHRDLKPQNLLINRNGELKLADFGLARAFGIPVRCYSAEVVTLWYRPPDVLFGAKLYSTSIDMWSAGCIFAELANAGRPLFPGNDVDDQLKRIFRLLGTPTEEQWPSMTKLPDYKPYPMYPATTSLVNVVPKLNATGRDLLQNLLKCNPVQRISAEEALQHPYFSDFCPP
# Target sequence (Q15078 whole entry, looked up): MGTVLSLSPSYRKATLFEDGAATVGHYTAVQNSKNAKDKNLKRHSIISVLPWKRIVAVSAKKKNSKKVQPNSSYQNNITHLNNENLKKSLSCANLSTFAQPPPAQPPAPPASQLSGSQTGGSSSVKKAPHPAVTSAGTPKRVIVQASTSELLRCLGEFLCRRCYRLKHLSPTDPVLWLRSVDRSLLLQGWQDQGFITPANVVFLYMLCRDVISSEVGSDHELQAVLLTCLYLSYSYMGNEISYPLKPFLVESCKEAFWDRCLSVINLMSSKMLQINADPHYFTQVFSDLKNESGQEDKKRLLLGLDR
# Numbers without * were called inactive; u = inconclusive; x = not tested or not shown.
SMILES,dFosB activator,Wnt act,V-ATPase pH,Tat transport,MITF TRPM1 HTS,CAL PDZ FP-1,CAL PDZ FP-2,Rtt109 Vps75,cardiac RTF act,CDK5 inh
CC(=O)/C=N/Nc1ccccc1,-7,-1,7,6,2,-0.4,x,4,8,-1.9
COc1ccccc1CC(=O)O/N=C(\N)c1cccc([N+](=O)[O-])c1,1,17,0,-7,5,-4.1,-1,x,6,-1.4
O=C(CC1C[C@H](C(=O)N2CCCCC2)[C@@]2(CCc3ccccc3)c3[nH]c4ccccc4c3CCN2C1=O)NCc1cccc(C(F)(F)F)c1 (stereo not given in full),-6,-3,1,-9,-26,-0.4,-3,-2,-3,-0.1
COc1ccc2[nH]c3c(c2c1)CCN1C(=O)C(CC(=O)NCCCN(C)C)C[C@H](C(=O)N2CCCCC2)[C@@]31CCc1ccccc1 (stereo not given in full),16,-2,0,-4,19,1.2,-3,7,-5,1.5
O=S(=O)(NC1CCCC1)c1ccc(S(=O)(=O)N(Cc2cccs2)CC2CCCO2)cc1 (stereo not given),-5,-3,3,-2,-7,0.9,0,-6,-1,-0.8
CCOC(=O)CNC(=O)CSc1nc2cccnc2n1C1CCCCC1,-13,-7,-3,-12,-9,-1.8,-1,-5,-3,-0.1
O=C(NCc1ccc(F)cc1)C1CCN(S(=O)(=O)c2ccc(Br)s2)CC1,-4,-3,-82,4,-4,-3.8,-5,0,-2,-0.4
CCOc1ccc(S(=O)(=O)n2ccc(C)n2)cc1,-5,-1,-1,-2,-5,-1.7,9,12,3,0.7
Cc1ccc(C(=O)OCC(=O)Nc2ccccc2Cl)c(O)c1,-3,5,0,-9,-8,-1.6,0,8,-2,-0.9
Cc1cc(C)c(OCC(=O)OCC(=O)NCc2cccs2)c(C)c1,-2,2,1,4,-3,-3.7,-1,-4,-10,0.3
COc1ccc(CCn2c(N)cc(=O)[nH]c2=S)cc1OC,7,x,2,-1,-11,-0.6,-3,4,-1,0.9
Cc1ccc(C2N=C(N)Nc3nc4ccccc4n32)cc1 (stereo not given),-10,1,2,-13,5,0.3,-2,x,9,-0.5
c1cnc(N2CCN(Cc3c[nH]c4ccccc34)CC2)nc1,0,-2,-1,4,-33,-2.4,1,11,-9,-0.5
O=C1CC[C@H](OCc2ccccc2)CCN1[C@H](CSc1ccccc1)Cc1ccccc1,-4,1,-2,15,18,0.2,-2,-10,2,0.0
Cc1ccc(S(=O)(=O)N2CCN(C(=O)CC(C)n3nc(C)c(Cl)c3C)CC2)cc1 (stereo not given),-14,-1,-7,5,-4,-1.9,6,16,0,0.5
Cc1ccc(C(=O)NC2CCCC(C)C2C)cc1S(=O)(=O)N1CCCCC1 (stereo not given),-1,4,4,-4,15,-1.9,x,12,-7,0.7
COc1ccc(N(CC(=O)Nc2nccs2)S(=O)(=O)c2c(C)nn(C)c2C)cc1,-4,1,14*,-9,x,-1.9,x,-8,-5,3.8
CCOC(=O)NCc1ccc2c(c1)OCO2,4,-4,2,2,x,0.1,-2,-5,0,0.9
CC(C(=O)NC(=O)NC1CCCCC1)N1CCN(C(c2ccccc2)c2ccccc2)CC1 (stereo not given),-5,x,-3,9,-12,-1.4,-3,4,-2,1.6
CN1CCN(C(=O)CSc2nnc(COc3ccc(Cl)cc3)o2)CC1,-3,-4,2,5,1,-0.5,x,5,-5,0.8
O=S(=O)(c1ccc(SCCOc2ccccc2)nc1)N1CCCC1,-10,-3,0,7,-4,0.0,12,9,1,1.9
Cc1cnc(C(=O)OCC(=O)N(Cc2ccccc2)C(C)(C)C)cn1,0,0,1,9,4,-0.4,0,2,2,-1.6
COCCNC(=O)c1ccc2ccccc2n1,-3,3,2,3,1,-0.2,0,6,-6,1.5
NC(=O)c1cc2ccccc2oc1=NCc1ccccc1,-18,x,-10,-10,7,-1.2,x,-1,-2,0.4
O=C(Nc1ccc2nc(-c3ccco3)[nH]c2c1)c1ccco1,0,37*,4,-19,x,x,0,5,6,-3.6
Cc1c(NC(=S)Nc2ccccc2)c(=O)n(-c2ccccc2)n1C,0,-1,-2,-11,-5,-0.7,-3,-9,-3,0.1
Cc1cn2c(=O)c(C(=O)N3CCN(c4ccccc4)CC3)cnc2s1,3,4,4,-1,13,-0.4,2,-4,0,0.6
O=C(CSc1ncn[nH]1)c1cc2ccccc2o1,1,5,4,-8,9,0.1,8,-6,-2,0.0
O=C(O)COc1ccc(NC(=O)c2ccc3c(c2)C(=O)N(C2CCCCC2)C3=O)cc1,-1,-2,-2,0,5,-4.8,0,11,-1,-0.5
COc1cc([N+](=O)[O-])cc(/C=N/NC(=O)c2cc(C)nc3ccccc23)c1O,-4,1,4,-2,2,-0.7,14,1,-5,-0.4
COc1ccc(C2CC(c3cccs3)=NN2c2ccccc2)cc1 (stereo not given),2,2,0,3,36,-0.8,-7,-15,2,-0.1
CCCCn1c(SCC(=O)Nc2cccc(C)n2)nnc1-c1ccco1,-9,-6,6,9,7,0.5,0,7,-2,-0.2
Cc1ccc(CN2CCN(/N=C\C=C\c3ccccc3)CC2)cc1,-2,-2,0,-2,-8,0.0,4,-2,-2,-0.5
COc1ccc(S(=O)(=O)NC2CC2)cc1Cl,9,-1,2,-11,13,-0.3,-4,-3,1,1.5
CCCCCC(=O)N1CC2(CC(c3cccc(NC(=O)[C@@H]4CCC(=O)N4)c3)=NO2)C[C@@H]1C(N)=O (stereo not given in full),2,-3,0,-1,-8,0.6,-1,5,-1,-0.1
Cc1ccc(NC(=O)N2CCc3ccccc32)cc1C,-5,-1,0,-6,37,-0.3,-10,8,3,2.9
CCN1CCN(c2sc(S(C)(=O)=O)nc2S(=O)(=O)c2ccc(Cl)cc2)CC1,-5,x,2,-1,-31,-0.9,x,-10,0,-3.4
Cc1cccc(C(=O)OCN2C(=O)c3ccccc3C2=O)c1[N+](=O)[O-],0,0,1,2,-2,-1.5,5,-3,1,-1.0
FC(F)Sc1ccc(NC(=S)NCc2ccccc2)cc1,-9,-2,-2,-2,11,-2.9,-7,x,-2,-0.5
COc1ccc(/C=N/NC(=O)CNc2c(Br)cc(C)cc2Br)c(C(=O)O)c1OC,-2,1,0,-9,-2,-1.2,0,-3,1,-0.8
Cc1ccc2nc(NNC(=O)c3ccc(S(=O)(=O)N4CCc5ccccc5C4)cc3)sc2c1,-17,3,-2,u,-77,-0.7,x,6,-5,1.5
COc1ccc(C(=O)Nc2ccc(Nc3ccccc3)cc2)cc1Br,-3,2,-1,2,x,-0.1,-1,1,3,2.8
CC12CCCCC1NS(=O)(=O)OC2 (stereo not given),-5,2,1,-12,11,-3.0,-2,-10,8,-2.5
N#CC1=C(N)Oc2c(O)cc3ccccc3c2C1c1ccsc1 (stereo not given),2,-3,x,3,-6,-1.7,-1,x,-5,3.8
O=C(N/C(=C\c1cccc([N+](=O)[O-])c1)C(=O)N1CCOCC1)c1ccc([N+](=O)[O-])cc1,-1,0,-2,0,-14,-0.9,-4,-1,0,0.8
CC1(C)Cc2c(c(N3CCOCC3)nc3sc4c(NN)ncnc4c23)CS1,-5,-26,-3,4,-18,-0.3,-3,-23,-9,0.3
CCOc1ccc(-c2c(C(=O)N/N=C(\C)c3ccncc3)nnn2-c2nonc2N)cc1,-10,-2,-1,-4,-2,-1.8,6,25,1,-1.8
Cc1cccc(-n2ncc3c(=O)[nH]c(SCC(=O)Nc4cc(C)on4)nc32)c1,-1,-1,8,-1,7,-1.2,-4,-4,-7,0.7
COc1ccccc1CC1(C)NC(=O)N(CC(=O)N2CCc3ccccc3C2)C1=O (stereo not given),3,x,1,3,x,-1.8,-4,7,-2,0.9
O=C(c1ccco1)c1n[nH]nc1-c1ccccc1,1,x,-1,1,5,0.9,1,4,-5,-1.3
CC1CCc2cc(F)ccc2N1C(=O)CCC(=O)O (stereo not given),-1,x,0,-6,-7,x,-4,3,-5,-1.0
CCOc1ccc(N2CC(C(=O)Oc3ccccc3)CC2=O)cc1 (stereo not given),-1,0,2,-2,-10,-2.4,-4,-5,-6,-1.9
COc1ccc(/C=C(/NC(=O)c2ccccc2)C(=O)N2CCCC2)cc1OC,-3,2,8,-1,-2,-2.3,-3,-3,1,-0.4
CSc1ncc(C(=O)Nc2ccc(C)cc2C)c(C)n1,-2,0,2,10,2,0.2,-4,9,-2,0.8
O=C(C1CCCO1)N1CCN(c2ccccn2)CC1 (stereo not given),3,0,-1,3,-6,-0.3,1,-9,2,-0.1
CCOc1ccc2nc(N(CCN(C)C)C(=O)c3ccc4c(c3)CCCC4)sc2c1,30*,x,3,4,1,-1.0,-2,-5,-2,0.3
Cc1ccc(S(=O)(=O)Nc2ccc(NC(=O)c3cccs3)cc2)cc1,5,-1,-1,21,12,-0.9,x,-3,14,-7.4
OCC1(CO)CCCC(CO)(CO)C1O,7,-1,3,-13,-1,0.3,6,-4,0,3.4
FC(F)(F)c1ccc(Cl)c(NC2=NCCCCC2)c1,4,2,-3,1,3,0.2,x,7,-3,0.4
CCOC(=O)c1cc(C#N)c(N2CCNCC2)nc1C(F)(F)F,-12,-1,2,1,1,-1.7,4,-2,3,0.5

# The final 2 entries of the section before open the next one.
SMILES,dFosB activator,Wnt act,V-ATPase pH,Tat transport,MITF TRPM1 HTS,CAL PDZ FP-1,CAL PDZ FP-2,Rtt109 Vps75,cardiac RTF act,CDK5 inh
FC(F)(F)c1ccc(Cl)c(NC2=NCCCCC2)c1,4,2,-3,1,3,0.2,x,7,-3,0.4
CCOC(=O)c1cc(C#N)c(N2CCNCC2)nc1C(F)(F)F,-12,-1,2,1,1,-1.7,4,-2,3,0.5
COC(=O)[C@@H](NC(=O)NC1CCN(Cc2ccccc2)CC1)C(C)C,-1,x,1,-6,-3,x,-3,4,-6,0.6
O=C(COC(=O)CCN1C(=O)C2CC=CCC2C1=O)Nc1ccc([N+](=O)[O-])cc1 (stereo not given),-16,-2,2,-1,4,-2.1,x,-1,5,0.3
CCOC(=O)COc1c(/C=N\OC)cc(Cl)cc1OC,6,-5,-4,-6,-11,-1.2,-2,3,-2,-1.3
CS(=O)(=O)N1CCN(C(=O)CCc2ccccc2)CC1,2,3,-4,-7,1,x,-3,-4,1,0.6
COc1cccc(C(=O)N2C(C(=O)O)CSC2c2ccccc2Cl)c1 (stereo not given),3,1,1,10,11,-0.5,-1,3,-3,-1.5
COc1cc(/C=N/NC(=O)c2cc(C34CC5CC(CC(C5)C3)C4)[nH]n2)ccc1O,-16,x,5,1,2,-1.8,-5,1,0,-1.1
COCCCNS(=O)(=O)c1ccc2c(c1)OCCO2,2,x,0,-9,3,-0.6,-3,-4,-9,-1.9
Cc1ccccc1NS(=O)(=O)c1cc(C(=O)NCc2ccncc2)ccc1Cl,-6,2,2,-1,-6,-2.7,2,16,2,1.4
O=C(COC(=O)c1ccccc1O)Nc1ccc(S(=O)(=O)N2CCCCC2)cc1,2,-3,3,3,2,-2.8,-2,4,3,0.9
